# uPA generation – qHTS for Inhibitors of Cell Surface uPA Generation; cell surface uPA generation assay, qHTS; Potency, µM (series often up to 38.3 µM), for inactives: top-dose activity change, negative = inhibition, usual class: inhibitors; hit rate 0.31% among 330,000; active = well fitted inhibition curve with a large enough effect; inconclusive = small, poorly fitted or top-dose-only effect; inactive = no such curve, though single readings can be large or run the other way; tested in mouse RAW 264.7 cells; note: % is set by controls: 0 for no effect and ±100 for the full control effect; nearly all actives have a fitted effect of over 55% in size
# NPC1 promoter act – qHTS Assay for NPC1 Promoter Activators; Huh7 NPC1 promoter luciferase reporter, 24 h; Potency, µM (top dose mostly 9.22 µM), without a hit: at the highest dose activation, most hits filed as activators; hit rate 2.4% among 320,000;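 note: % of control where 0% means no effect; nearly all actives have a fitted effect of over 60% in size; reporter is driven by a mutant NPC1 promoter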
#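 Readout is luciferase luminescence, reflecting NPC1 promoter activation in stably transfected Huh7 cells after 24 h compound exposure at 37 °C in reduced-serum medium with 10% FBS.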
# FLuc counter – qHTS profiling assay for firefly luciferase inhibitor/activator using purifed enzyme and Km concentrations of substrates (counterscreen for miR-21 project); purified FLuc, Km substrates, luminescence inhibition; AID 588342, 2011; hit rate 6.9% among 360,000; Potency, µM (doses to about 57.5 µM), without a hit: at the top dose activity change, negative = inhibition, hits mostly inhibitors; Luciferin 4-monooxygenase (Photinus pyralis), P08659;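 note: plate controls were vehicle for no effect and reference inhibitor for full effect; nearly all actives have a fitted effect of over 55% in size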
#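 Biochemical qHTS of compounds, final roughly 60 µM downward over six points, against 10 nM purified firefly luciferase using Km concentrations of substrates (10 uM D-luciferin, 10 uM ATP) in Tris acetate pH 7.5 buffer; luminescence output.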
# Rab9 promoter act – qHTS Assay for Rab9 Promoter Activators; AID 485297, 2010; Huh7 Rab9 promoter-luciferase reporter, luminescence, 24 h; hit rate 2.8% among 320,000; Potency, µM (top dose mostly 9.22 µM), without a hit: top-dose activation, negative = inhibition, hits mostly activators; note: % of control where 0% means no effect; nearly all actives have a fitted effect of over 60% in size
#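 Huh7 reporter line, Rab9 promoter upstream of luciferase. Compound exposure 24 h at 37 °C in reduced-serum medium with 10% FBS. Read-out: luminescence.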
# RORgamma inh – qHTS for inhibitors of ROR gamma transcriptional activity; Potency, µM (doses to about 53.6 µM), for inactives: top-dose activity change, negative = inhibition, most hits filed as inhibitors; Drosophila S2 Gal4-RORgamma UAS-luciferase reporter, 20 h; hit rate 5.4% among 310,000; AID 2551, 2010; Nuclear receptor ROR-gamma (Mus musculus), P51450; note: % is set by controls: 0 for no effect and ±100 for the full control effect; nearly all actives have a fitted effect of over 60% in size
# Target sequence (P51450 whole entry, looked up, the tested form may be a part): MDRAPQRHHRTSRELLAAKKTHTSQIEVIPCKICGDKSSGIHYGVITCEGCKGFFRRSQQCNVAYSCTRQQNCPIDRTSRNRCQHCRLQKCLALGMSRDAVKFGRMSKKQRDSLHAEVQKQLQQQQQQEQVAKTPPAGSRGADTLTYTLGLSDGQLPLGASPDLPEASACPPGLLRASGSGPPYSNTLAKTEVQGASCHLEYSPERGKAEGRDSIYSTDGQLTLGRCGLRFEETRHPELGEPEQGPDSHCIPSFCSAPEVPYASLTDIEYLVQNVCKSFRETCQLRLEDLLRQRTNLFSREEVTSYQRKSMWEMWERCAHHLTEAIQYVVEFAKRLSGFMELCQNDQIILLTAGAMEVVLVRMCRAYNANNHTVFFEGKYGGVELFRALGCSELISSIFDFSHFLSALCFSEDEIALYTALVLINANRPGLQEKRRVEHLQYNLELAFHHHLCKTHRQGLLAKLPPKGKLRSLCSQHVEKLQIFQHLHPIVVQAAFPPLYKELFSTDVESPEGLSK
#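 A Gal4/UAS one-hybrid system in insect cells: metallothionein-promoter Gal4–ROR gamma fusion plus Photinus luciferase reporter. Copper sulfate 700 uM final, 20 hr ambient incubation, luminescent detection after 10 min with reagent.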
# ELG1 genotoxic – qHTS screen for small molecules that induce genotoxicity in human embryonic kidney (HEK293T) cells expressing luciferase-tagged ELG1; HEK293T ELG1-luciferase reporter, luminescence, 16 h; Potency, µM (titrated, usually from 46 µM), for the others: top-dose activity change, positive = activation, actives largely listed as activators; hit rate 1.3% among 330,000; note: % of control where 0% means no effect; nearly all actives have a fitted effect of over 60% in size
#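 Luminescence read-out: rising ELG1-luciferase signal, reflecting elevated ELG1 protein under genetic stress, flags genotoxic compounds. Cells were treated for 16 hr at 37 °C before ONE-Glo detection.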
# VP16 counter – VP16 counterscreen qHTS for inhibitors of ROR gamma transcriptional activity; Drosophila S2 Gal4-VP16 UAS-luciferase, luminescence, 20 h; Potency, µM (top dose mostly 53.6 µM), inactives show top-dose activity, negative = inhibition, actives largely listed as inhibitors; hit rate 3.5% among 310,000;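 note: Gal4-VP16 expression switched on by copper sulfate through the metallothionein promoter; % is set by controls: 0 for no effect and ±100 for the full control effect; nearly all actives have a fitted effect of over 50% in size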
# p53 reactivator – qHTS assay for re-activators of p53 using a Luc reporter. hit rate 0.063% among 320,000. Potency, µM (top dose mostly 92.2 µM), inactives show at the top dose activity change, positive = activation, hits mostly activators. H1299 p53-A138V BP100-luciferase reporter, luminescence, 24 h. AID 504706, 2011; note: % of control where 0% means no effect; nearly all actives have a fitted effect of over 45% in size
#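 H1299 (p53-null), stable ts p53-A138V + BP100-Luc; 1000 cells/well, Opti-MEM/10% FBS; cpd 4 pt, 1:5; 24 h, 37 deg C, 5% CO2; detection reagent 10 min RT; luminescence.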
# MLL CXXC-DNA inh – qHTS Fluorescence Polarization Assay for Inhibitors of MLL CXXC domain - DNA interaction; MLL-CXXC / FITC-HOXA9 DNA fluorescence polarization; Histone-lysine N-methyltransferase 2A (Homo sapiens), Q03164; Potency, µM (titrated, usually from 115 µM), without a hit: at the highest dose activity change, negative = inhibition, hits mostly inhibitors; hit rate 0.037% among 290,000; active = well fitted inhibition curve with a large enough effect in the polarisation, with a control signal flat, not every such curve was filed as active; inconclusive = small, poorly fitted or top-dose-only effect, or effect the other way, or a change in a side signal; inactive = no such curve, though single readings can be large or run the other way; the % refers to the polarisation
#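 Steps: dispense CXXC domain solution (7 uM) → pin compounds or unlabeled HOX-A9 DNA control → 5 min ambient → add FLSN-HOX-A9 solution (50 nM) → spin → 30 min ambient → fluorescence polarization. Tris pH 7.5/NaCl/DTT/BSA buffer.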
# BRCA1 expr up – qHTS Assay to Identify Small Molecule Activators of BRCA1 Expression | MCF7-BRCA1-FFLuc reporter, luminescence, 48 h; response scale: scaled: vehicle 0%, 10 µM genistein 100% | Potency, µM (highest dose often 46.1 µM), inactives show at the top dose activation, actives largely listed as activators | hit rate 1.1% among 380,000; note: nearly all actives have a fitted effect of over 80% in size; some results filed as inactive show a strong effect at the top dose
#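 First, MCF7-BRCA1-FFLuc cells (2000/well) attach for 2 h; next, compounds are pin-added and incubated 48 h at 37 °C; finally, luciferase reagent is added and luminescence read after 15 min.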
# MBNL1-CUG inh – qHTS Assay for Inhibitors of MBNL1-poly(CUG) RNA binding | Muscleblind-like protein 1 (Homo sapiens), Q9NR56 | TR-FRET MBNL1-His/biotin-(CUG)12 binding, 665/545 ratio | Potency, µM (series often up to 57.5 µM), for inactives: at the highest dose activity change, negative = inhibition, hits mostly inhibitors | hit rate 0.036% among 280,000; active = well fitted inhibition curve with a large enough effect in the signal ratio, with a control signal flat, not every such curve was filed as active; inconclusive = small, poorly fitted or top-dose-only effect, or effect the other way, or a change in a side signal; inactive = no such curve, though single readings can be large or run the other way; the % refers to the signal ratio; note: % is set by controls: 0 for no effect and ±100 for the full control effect
# Target sequence (Q9NR56 whole entry, looked up): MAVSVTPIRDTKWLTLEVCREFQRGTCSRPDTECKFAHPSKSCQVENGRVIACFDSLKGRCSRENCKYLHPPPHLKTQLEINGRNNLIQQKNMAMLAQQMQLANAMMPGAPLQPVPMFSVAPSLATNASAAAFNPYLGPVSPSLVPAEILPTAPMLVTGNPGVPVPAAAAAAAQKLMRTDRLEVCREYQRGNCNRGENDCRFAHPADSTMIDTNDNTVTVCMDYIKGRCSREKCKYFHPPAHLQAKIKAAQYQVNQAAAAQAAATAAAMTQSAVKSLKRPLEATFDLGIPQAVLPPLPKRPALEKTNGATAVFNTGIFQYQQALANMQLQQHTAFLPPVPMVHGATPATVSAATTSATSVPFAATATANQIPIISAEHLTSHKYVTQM
#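 TR-FRET between His-tagged MBNL1 and biotin-(CUG)12 RNA, detected with Tb anti-His antibody (0.055 ng/ul) and streptavidin-XL665 (5 nM), 60 min at room temperature. Compounds titrated 92 nM to 58 uM; 665/545 nm ratio normalized to buffer and complex controls.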
# Starred values were filed as active, the others as inactive; ? = inconclusive; nt = no result given; & = joins results of further samples; [ ] = dose if it differs, or a comment. Unless noted, calls come from the whole dose curve; as a rule, active = well fitted curve in the direction sought with a large enough effect; inconclusive = small, poorly fitted or top-dose-only effect, or another doubt; inactive = no such curve, though single readings can be large; an effect the other way counts as inactive or inconclusive. Potency is the fitted concentration of half-maximal effect. Some of the compounds tested, so the mix of outcomes need not match the whole.
SMILES,uPA generation,NPC1 promoter act,FLuc counter,Rab9 promoter act,RORgamma inh,ELG1 genotoxic,VP16 counter,p53 reactivator,MLL CXXC-DNA inh,BRCA1 expr up,MBNL1-CUG inh
Cc1cc(NC(=O)c2ccc(S(=O)(=O)N3CCOCC3)cc2)no1,4.3%,-0.7%,0.3%,13.2%,-24.1%,-1.6%,16.2%,1.3%,9.5%,20.5%,0.5%
O=C(Nc1ccc(-c2nc3ccccc3[nH]2)cc1)C1CCCO1 (configuration not stated),?,0.355µM*,1.2µM*,0.316µM*,1.2%,0.411µM*,7.08µM*,21.1%,-4.5%,3.5%,-11.5%
Cc1ccccc1OCC(=O)Nc1cccc2nsnc12,2.7%,-1.6%,?,0.4%,-18.4%,16.5%,-3.2%,?,-1.6%,0.8%,15.4%
O=C1CC(N2CCC(c3nc4ccccc4o3)CC2)C(=O)N1c1cc(Cl)cc(Cl)c1 (configuration not stated),-7.0%,10.4%,-0.4%,-2.5%,15.7%,-11.6%,-17.5%,0.8%,-3.3%,-8.6%,-2.0%
CC(C)n1c(SCc2cc(=O)[nH]c3ccccc23)nc2c1c(=O)n(C)c(=O)n2C,7.2%,2.2%,-1.8%,-2.1%,?,6.6%,1.1%,-9.4%,1.7%,-2.5%,-0.3%
O=C1c2ccccc2C(=O)C1c1ccc2ccccc2n1,-13.2%,?,0.169µM*,1µM*,?,0.13µM*,3.98µM*,?,1.4%,-11.3%&12.0%&7.2%,?
CCOc1ccccc1N(CC(=O)O)S(=O)(=O)c1ccccc1,-0.6%,1.4%,9.3%,-1.3%,-5.8%,1.2%,4.2%,-1.9%,0.1%,-0.3%,-2.3%
Cc1cc(=O)n2nc(N3CCCC(C(=O)NCc4ccccc4)C3)sc2n1 (configuration not stated),-11.4%,2.1%,-0.4%,1.1%,-36.8%,-9.3%,-2.0%,5.7%,nt,22.5%,-5.1%
CCN1CCN(c2ccc(S(=O)(=O)N3CCOCC3)cc2NC(=O)c2cc(Cl)nc3ccccc23)CC1,-2.7%,-1.3%,4.6%,-4.8%,nt,0.4%,nt,3.4%,nt,-12.8%,nt
Cc1nn(CCC#N)c2[nH]c(=O)cc(C(F)(F)F)c12,-2.0%,-5.7%,-19.0%,1.6%,13.0%,-0.4%,-10.6%,-3.7%,-7.3%,-1.7%,3.3%
CC(C)N(C(=S)NC1CCCCC1)c1ccccc1,nt,1.1%,-13.0%,3.2%,11.2µM*,-2.4%,?,-1.5%,1.5%,nt,4.1%
O=C(Nc1nccs1)c1ccc(F)c(S(=O)(=O)N2CCOCC2)c1,-3.7%,1.2%,-2.0%,-1.4%,-29.0%,-10.2%,-24.2%,-7.2%,21.6%,-18.7%,-0.7%
CCCCN(C(=O)c1cccc(-n2cccc2)c1)c1c(N)n(CCC)c(=O)[nH]c1=O,5.5%,-3.7%,14.1%,-1.7%,nt,0.7%,nt,4.9%,nt,0.7%,nt
CCCn1c(N2CCN(Cc3cccc(C)c3)CC2)nc2c1c(=O)[nH]c(=O)n2C,-1.2%,0.8%,-0.8%,1.1%,-0.1%,-0.2%,-8.4%,23.9%,-9.8%,-3.6%,-1.4%
O=C(Oc1ccc(N(Cc2cccs2)C2=NS(=O)(=O)c3ccccc32)cc1)c1ccco1,-2.6%,-5.1%,-1.5%,-4.6%,24.1%,-8.2%,-3.2%,8.6%,69.3%[activator],-26.9%,17.4%
COc1ccc(OC)c(C2=NOC(C(=O)Nc3ccccc3SC)C2)c1 (configuration not stated),-1.5%,-0.1%,?,-1.0%,24.1%,1.4%,1.3%,-2.3%,-10.7%,-8.2%,4.2%
CC(C(=O)NC1=NCCS1)N1C(=O)c2ccccc2C1=O (configuration not stated),-0.1%,0.9%,1.2%,2.6%,-42.1%,3.2%,-1.0%,?,6.5%,9.7%,-0.1%
COc1ccc(C(=O)CSc2nncn2C)cc1,1.3%,-1.5%,4.7%,-0.3%,11.7%,3.5%,22.0%,10.7%,0.9%,6.9%,6.7%
CCOc1ccc(CCNC(=O)C2CC(=O)N(Cc3ccc(C)cc3)C2)cc1OCC (configuration not stated),9.1%,-2.9%,1.8%,12.7%,nt,1.0%,nt,-10.3%,nt,-4.1%,nt
COc1cc(C2=NOC(C(=O)Nc3c(C)n(C)n(-c4ccccc4)c3=O)C2)cc(OC)c1OC (configuration not stated),-0.3%,17.9%,-0.8%,12.7%,14.8%,-4.8%,-6.1%,-1.9%,-9.5%,15.4%,5.3%
COc1cc2nc(SCc3ccc(C(F)(F)F)cc3)n(Cc3cccs3)c(=N)c2cc1OC,2.8%,-1.7%,-0.4%,-5.5%,13.0%,-2.2%,?,12.9%,5.2%,6.9%[1.84 µM],?
COCCn1c(Cc2ccccc2)nnc1SC(C)C(=O)NC1CC1 (configuration not stated),-8.1%,-1.8%,2.9%,-2.2%,nt,2.8%,nt,3.6%,nt,-22.5%,nt
CCc1ccc(OCC(=O)N(CC)CC)cc1,2.2%,0.9%,-6.1%,-0.4%,13.5%,8.2%,-12.5%,4.6%,13.3%,33.5%,-0.2%
COc1ccc(OC)c2[nH]c(=O)c(CCNC(=O)Cc3cccs3)cc12,4.2%,1.7%,-1.5%,-7.4%,3.1%,3.1%,-4.8%,-3.5%,9.5%,-2.1%,9.6%
CC(=O)c1sc(NC(=O)C(C)C)nc1C,-2.9%,1.4%,-2.2%,-2.5%,20.3%,1.7%,8.2%,-2.8%,-1.6%,0.0%,5.6%
Cc1c(Cl)c([N+](=O)[O-])nn1CC(=O)NCC1CCCO1 (configuration not stated),nt,-3.7%,-1.1%,1.0%,-4.7%,-0.5%,1.8%,5.7%,-3.7%,22.7%,30.1%[activator]
Cc1ccccc1Nc1nnc(SCC(=O)c2c(N)n(C)c(=O)n(C)c2=O)s1,1.7%,-2.7%,3.5%,-1.1%,38.8%,-4.2%,3.7%,-4.3%,8.3%,13.4%,nt
O=C(O)CCNC1CCCCC1,7.3%,-4.4%,2.4%,-3.6%,-14.8%,-0.4%,2.4%,-2.6%,10.7%,15.4%,3.1%
CC(NC(=O)Cn1nc(C(=O)O)c2ccccc2c1=O)C12CC3CC(CC(C3)C1)C2 (configuration not stated),-2.5%,-1.8%,-6.9%,-7.6%,0.1%,5.6%,-5.6%,1.6%,9.7%,2.8%,0.1%
Cc1c(O)ccc2c(O)c(NC(=O)c3ccc4c(c3)CCC(C)(C)O4)c(=O)oc12,-10.7%,1.3%,-12.1%,1.2%,-25.1%,-3.4%,-4.7%,-2.1%,2.1%,-6.1%,-1.7%
C=CCNC(=S)NS(=O)(=O)c1cccs1,2.5%,1.4%,3.5%,-4.4%,-29.9%,-2.8%,-4.4%,1.0%,41.8%[activator],0.0%,-1.9%
COc1ccc(NC(=O)C2CCCN(S(=O)(=O)c3ccc4c(c3)CCCN4C(C)=O)C2)cc1 (configuration not stated),-3.6%,-0.9%,-0.6%&-7.1%,-5.5%,5.6%,1.7%,-9.6%,-9.0%,40.3%[activator],0.0%,-5.1%
Cc1cc(NC(=O)CCC(=O)N(CC(=O)NCC2CCCO2)c2ccc(C(C)C)cc2)no1 (configuration not stated),-5.4%,2.0%,-1.6%,-1.1%,-7.4%,-0.2%,7.0%,-3.8%,-1.3%,-7.2%,1.5%
Cc1cc(C)nc(N(C#N)Cc2ccccc2)n1,0.9%,3.0%,-2.5%,3.2%,5.5%,-4.5%,-12.7%,-5.4%,-5.1%,2.8%,-1.5%
Cc1[nH][nH]c(=O)c1C(c1ccc(N(C)C)c(Br)c1)c1c(C)[nH][nH]c1=O,-1.9%,0.9%,-2.9%,-1.0%,13.9%,-2.7%,1.5%,-3.5%,-3.4%,-10.3%,-6.1%
O=C(Nc1cccc(C(=O)N2CCOCC2)c1)c1ccccc1Br,16.1%,-3.7%,4.2%,0.9%,2.0%,1.3%,-6.2%,-3.1%,?,8.9%,-0.7%
CC(C)CSC1=NSC2=NC(=O)/C(=C\c3ccccc3)C(=N)N12,-5.5%,3.16µM*,16.9µM*,2.82µM*,-0.7%,?,17.9%,?,?,73.3%,-7.6%

# Screens (PubChem)
